Assay outcomes deposited in PubChem BioAssay by Sanford-Burnham Center for Chemical Genomics.
MPTP inh: inhibitors of mitochondrial permeability transition pore | isolated mouse mitochondria, Ca2+ swelling absorbance, 30 min | inhibition, % at 10 µM | 360,000 compounds, 1.4% hits | AID 602449;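 active = inhibition of 50% or more, scaled per plate between neutral and stimulator controls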;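 also: 0% = DMSO wells given calcium and 100% = 1 mM EGTA wells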
ATG4B inh: inhibitors of human ATG4B cysteine protease | 340,000 compounds, 0.51% hits | inhibition, % at 8.33 µM | Q9Y4P1 | ATG4B cleavage of LC3-PLA2, NBD-HPC fluorescence, 1 h; in the data active = inhibition above about 40%
Target sequence (Q9Y4P1 whole entry, looked up): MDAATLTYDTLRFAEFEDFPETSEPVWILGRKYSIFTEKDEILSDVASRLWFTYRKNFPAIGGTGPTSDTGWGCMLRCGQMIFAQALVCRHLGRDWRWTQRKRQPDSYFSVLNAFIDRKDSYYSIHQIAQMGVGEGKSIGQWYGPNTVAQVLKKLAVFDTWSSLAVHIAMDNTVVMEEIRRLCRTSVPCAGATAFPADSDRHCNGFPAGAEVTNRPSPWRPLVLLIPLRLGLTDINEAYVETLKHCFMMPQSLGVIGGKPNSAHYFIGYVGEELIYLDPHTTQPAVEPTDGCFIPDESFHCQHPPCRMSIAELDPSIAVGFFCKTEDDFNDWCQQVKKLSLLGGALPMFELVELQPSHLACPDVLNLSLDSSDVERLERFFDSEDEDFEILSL
GRIN3A LBD mod: modulates the human NR3A ligand-binding domain; NR3A LBD differential scanning fluorimetry, Tm shift; 0% = protein alone, 100% = glycine-bound protein; Tm shift relative to glycine control, % at 25 µM; 340,000 compounds, 2.5% hits; AID 1259313;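 active = melting temperature shift of at least 10% of the positive control shift, at one fixed dose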
SENP7 inh: blocks the human protease SENP7 | inhibition, % at 5 µM | 330,000 compounds, 1.5% hits | recombinant SENP7, Z-RLRGG-aminoluciferin luminescence, 40 min | Q9BQF6;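 active = inhibition above about 50% at the single test dose, limit read from the data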;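 also: plate controls were DMSO with enzyme for no effect and no enzyme buffer wells for full effect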
Target sequence (Q9BQF6 706-1050 limits assumed): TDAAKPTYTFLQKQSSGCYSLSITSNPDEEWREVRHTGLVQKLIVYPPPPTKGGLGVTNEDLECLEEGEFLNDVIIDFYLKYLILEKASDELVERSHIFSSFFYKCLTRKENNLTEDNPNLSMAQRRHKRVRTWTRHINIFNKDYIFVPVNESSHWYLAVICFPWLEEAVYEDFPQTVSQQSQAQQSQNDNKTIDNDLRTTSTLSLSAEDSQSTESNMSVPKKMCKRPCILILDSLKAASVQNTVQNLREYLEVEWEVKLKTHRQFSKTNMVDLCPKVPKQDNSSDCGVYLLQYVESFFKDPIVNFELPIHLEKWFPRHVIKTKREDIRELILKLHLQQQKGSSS
SENP8 block: blocks human SENP8 cleavage of Nedd8 substrate; recombinant SENP8, Nedd8 substrate fluorescence; inhibition, % at 20 µM; 360,000 compounds, 0.64% hits; AID 602440; in the data active = inhibition mostly above about 40%, no sharp cut-off; inactive = mostly below about 27%
Target sequence (Q96LD8 whole entry, looked up): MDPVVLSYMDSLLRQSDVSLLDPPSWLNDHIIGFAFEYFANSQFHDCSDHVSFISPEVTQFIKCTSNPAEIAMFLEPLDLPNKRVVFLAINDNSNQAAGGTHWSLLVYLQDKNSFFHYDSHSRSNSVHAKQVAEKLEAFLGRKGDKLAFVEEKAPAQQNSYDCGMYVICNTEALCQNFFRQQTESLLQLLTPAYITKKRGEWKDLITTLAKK
PfG6PD inh: PfG6PD (Plasmodium falciparum) enzyme inhibition. inhibition, % at 20 µM. PfGluPho enzyme, NADPH resazurin-diaphorase fluorescence. 350,000 compounds, 0.78% hits. AID 504690;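 active = inhibition reaching at least a set limit at 20 µM in the primary screen, cut at about 59% in these data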;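 also: 0% = DMSO wells with substrate and 100% = DMSO wells lacking glucose-6-phosphate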
HKDC1 inhibitor: blocks human hexokinase HKDC1 activity | Q2TB90 | recombinant HKDC1, G6PDH/diaphorase resazurin coupled fluorescence | inhibition, % at 20 µM | 340,000 compounds, 0.16% hits | AID 493160;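 active = inhibition above about 35% when tested at 20 µM, limit read from the data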;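 also: plate controls were DMSO wells with enzyme for no effect and DMSO wells lacking enzyme for full effect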
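test system = in-house recombinant HK5 (HKDC1) enzyme | amount = HKDC1 at 5 µg/mL | control set = DMSO-enzyme wells negative, buffer-substituted wells positive | compound = one dose of 20 µM, 1% DMSO | schedule = reaction time 90 min, room temperature, protected from light | technique = resorufin fluorescence at 613 nm | reagent = glucose with 1 mM ATP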
SENP6 block: SENP6 protease inhibition | Q9GZR1 | Recombinant SENP6 catalytic domain, aminoluciferin luminescence | inhibition, % at 10 µM | 330,000 compounds, 1.8% hits;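 active = inhibition above about 50% at the single tested dose, limit read from the data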;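 also: plate controls were DMSO wells with enzyme for no effect and DMSO wells lacking enzyme for full effect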
* hit, by the source's call; . = no result given.

MPTP inh	ATG4B inh	GRIN3A LBD mod	SENP7 inh	SENP8 block	PfG6PD inh	HKDC1 inhibitor	SENP6 block	compound
-0.6	-8	-1	-3	0	5	-3	4	CC(C)NC(=O)N(C)C[C@H]1Oc2c(NC(=O)c3ccc(-c4nccs4)cc3)cccc2C(=O)N([C@@H](C)CO)C[C@H]1C
-0.5	7	2	4	13	-5	0	9	COC(=O)CC(c1ccccc1F)N1Cc2ccccc2C1=O (centres undefined)
-0.3	-14	2	-17	3	10	0	3	Cc1ccc(S(=O)(=O)N2CCOCC2)cc1C(=O)OCCOc1cccc(Cl)c1
-1.2	-10	-2	-7	-11	9	12	-1	CN1C(=O)C2(Oc3ccccc3C3CC(c4ccccc4)=NN32)c2ccccc21 (centres undefined)
1.0	3	-18	1	-133	-2	-6	-4	COc1cc2oc(=O)cc(C)c2c(OC)c1OC
-1.8	2	0	11	-204	-1	-5	2	CN(C)c1cccc(C(=O)NNC(=S)NC2CC3CCC2C3)c1 (centres undefined)
0.7	5	0	0	12	10	-1	2	CC1CCCC(NC(=O)c2cccc(S(=O)(=O)NCc3ccccc3)c2)C1C (centres undefined)
0.1	0	-1	1	2	15	-5	-5	COC(=O)c1sccc1NC(=O)Nc1cccc(C)c1C
10	2	2	5	6	-4	0	9	CC(C)(C)CC(C)(C)NCC(O)COCCOc1ccc(Br)cc1 (centres undefined)
-0.6	5	2	-5	9	6	-2	-31	COc1ccc2cc(C(C)C(=O)OC(C)C)ccc2c1 (centres undefined)
2.9	0	-4	5	8	0	2	5	CCc1ccc(OCC(=O)NC(=S)Nc2cccc(CO)c2)c(Br)c1
-0.5	-6	0	-1	14	-7	-19	-11	CC(=O)c1c(C)[nH]c(C(=O)O)c1C
21	-9	7	4	24	10	-6	7	CN(C)S(=O)(=O)c1cc(NC(=O)COC(=O)Cc2cccc3ccccc23)ccc1Cl
-1.8	-12	-3	-4	17	24	-4	-1	O=C(NC1CCCC1)C(c1ccncc1)N(Cc1cccs1)C(=O)c1csnn1 (centres undefined)
-1.8	-5	2	-13	8	4	-15	5	CCOC(=O)c1[nH]c(C)c(C(=O)OCC(=O)N2CCc3ccccc32)c1C
-0.5	1	-2	4	3	-14	3	10	Cc1c(C(=O)O)oc2ccc(S(=O)(=O)N3CCCCC3C(=O)O)cc12 (centres undefined)
-0.3	-5	4	-3	19	65*	-15	-28	c1cncc(-c2nn3c(Cn4cnc5ccccc54)nnc3s2)c1
0.1	6	3	7	-3	7	-1	-16	Cc1nnc(SCC(=O)Nc2ccc3[nH]c(=O)[nH]c3c2)s1
.	-1	1	12	.	0	8	-6	COC(=O)C1=C(C)N(Cc2ccco2)C(=O)N[C@H]1c1cccc(C(F)(F)F)c1
0.5	1	-5	5	-1	15	0	1	Cc1ccc(NC(=O)c2cccs2)cc1NC(=O)c1cccc(F)c1
1.5	-7	-1	6	-1	8	-6	15	CC(=O)NCCc1nc2cc(NC(=O)COc3ccc(C)cc3)ccc2n1C
-0.4	2	0	-4	1	8	0	4	c1ccc2c(-c3ccc(OCCN4CCCCC4)cc3)c(-c3ccsc3)sc2c1
0.2	11	-3	.	1	1	-1	.	COc1ccc(-c2cccc3c2C2CC3CCN2C(=O)OCc2ccccc2)cc1 (centres undefined)
0.2	-2	-2	.	1	1	-6	.	C[C@@H]1CN(S(=O)(=O)C(C)(C)C)[C@H](CCO)/C1=C\c1ccccc1
-0.8	-1	1	3	6	-2	7	5	COc1ccc(/C=N/n2nnnc2N)c(OC)c1
0.4	-12	-3	-2	26	6	5	-8	COc1cc2c(C(=O)NCCCN3CCN(c4cccc(Cl)c4)CC3)cn(C)c(=O)c2cc1OC
0.2	-1	-3	-3	20	-2	-3	-16	CCOC(=O)Oc1ccc2oc(=O)cc(C)c2c1
0.7	-9	0	4	10	-8	0	-2	CCc1c(C)nc(N)n2c(SCC(=O)Nc3ccccc3)nnc12
3.6	-1	-26	7	30	24	2	4	COc1cc(NC2c3ccccc3C(=O)N2Cc2ccccc2Cl)cc(OC)c1OC (centres undefined)
0.0	7	-2	1	-73	-4	-9	-18	Cc1cc(C)nc(N2CCCC(C(=O)NCCc3cccc(F)c3)C2)n1 (centres undefined)
-1.5	-4	1	6	-10	2	-3	-11	CN1C(C(=O)NCc2ccco2)CC2Cn3c(nc4cc(Cl)c(Cl)cc43)C21 (centres undefined)
-0.3	2	0	-3	19	-5	4	-9	COc1ccc(N2CCN(C(=O)CCS(=O)(=O)c3ccc(OC)cc3)CC2)cc1
0.4	2	-5	6	-14	3	1	-13	CCc1c(C)nc2cc(-c3ccc(Cl)cc3)[nH]n2c1=O
6.9	25	-1	.	34*	75*	19	.	Oc1ccc(/C=N/N=C(c2ccccc2)c2ccccc2)c(O)c1O
-1.0	-4	0	3	4	5	2	-11	CCOc1ccc(/C=N/NC(=O)c2ccccc2Cl)cc1CN1CC2CC(C1)c1cccc(=O)n1C2 (centres undefined)
-1.1	-5	0	-8	-1	1	1	-14	N#CC1(P(=O)(c2ccccc2)c2ccccc2)CC1
0.0	10	-11	0	-36	18	5	9	O=C(Nc1cccc(/C=C/c2ccccn2)c1)c1cc(Cl)ccn1
1.2	-5	-4	3	14	5	-16	-9	C=CCNC(=S)N/N=C/c1ccc(OCc2ccccc2Cl)cc1
0.8	-7	-1	4	10	5	-4	-17	CC#CCN1c2ccccc2[C@]23C[C@@H](C(=O)OC)N(C(=O)NC4CCCCC4)C2=NC(C(=O)OC)=C(C(=O)OC)[C@H]13
-0.8	-4	4	-9	11	1	-1	-16	Cc1cccc(NC(=O)c2ccc(C)c(S(=O)(=O)N3CCCCC3)c2)n1
4.4	-1	-8	0	21	13	-9	-31	Cc1ccc(NC2=C(Cl)C(=O)N(C3CCCCC3)C2=O)cc1
-0.1	3	1	-15	21	13	-4	-27	CCc1ccc(C(=O)NNC(=O)c2c(CC)noc2C)cc1
-1.2	9	-2	3	25	3	-6	-2	COc1cccc(-c2cc(C(=O)Nc3c(C)n(C)n(-c4ccccc4)c3=O)no2)c1
-2.9	-4	-2	-4	-2	-1	1	-6	CN(Cc1ccc(Cl)cc1)C(=O)c1cc(S(=O)(=O)N2CCOCC2)ccc1N1CCCC1
0.1	3	0	-8	14	-19	-7	-5	CCn1c(SCC(=O)NCc2ccccc2)nnc1-c1cccnc1
-0.4	1	-1	-1	12	6	-2	-8	CN(Cc1cnccn1)C(=O)C1CCC(=O)N(CCc2ccc(Cl)cc2)C1 (centres undefined)
-1.1	37	3	1	10	9	1	1	CCn1c2ccccc2c2cc(NC(=O)c3ccccc3[N+](=O)[O-])ccc21
0.6	-2	2	8	19	1	-7	-6	CCOC(=O)N1CCN(C(=O)CSc2ccc(-c3ccccc3OC)nn2)CC1
0.8	6	-5	1	-151	-31	-14	-2	COc1cccc(/C=N/NC(=O)CN2CC(c3ccccc3)CC2=O)c1O (centres undefined)
-0.7	4	-1	-10	-2	28	-9	-8	Cc1ccccc1Nc1nc(N)nc(COC(=O)/C=C/c2ccco2)n1
3.1	-10	-2	12	-28	0	-14	-14	CCOC(=O)C1CCN(C(=S)Nc2cc(OC)c(OC)cc2C(=O)OC)CC1
2.1	1	3	3	25	1	-1	-7	O=C(Cc1ccc(Br)cc1)N1CCCC1
1.0	-13	1	-3	7	7	-3	-3	CN1CCN(c2ccc(NC(=O)c3ccc(-c4ccccc4F)o3)cc2)CC1
0.8	-3	-1	-6	0	-14	-11	-11	O=C(c1ccccc1F)N1CCOCC1
-0.7	0	-2	-2	-10	5	0	-8	CN(C)CC(O)COc1cc2ccccc2cc1C(=O)N1CCCCC1 (centres undefined)
-2.0	4	-2	49	-67	0	-3	57*	Cc1ccc(SCc2nc3ccccc3[nH]2)cc1
-1.1	0	-1	1	-40	3	-1	-4	CCn1c(CN2CCCCC2)nc2cc(S(=O)(=O)N3CCCCC3)ccc21
0.3	-4	2	.	5	14	-2	.	O=C1CSC(=S)N1c1ccccc1
0.2	9	-1	1	2	-6	-5	-4	O=C1CC(N2CCC(c3nc4ccccc4o3)CC2)C(=O)N1Cc1cccs1 (centres undefined)
-0.1	-7	3	3	10	7	1	-14	CCC(=O)N=C1SC2CS(=O)(=O)CC2N1c1cccc(OC)c1 (centres undefined)

Pulled by compound from the entries so far, five records:
MPTP inh	ATG4B inh	GRIN3A LBD mod	SENP7 inh	SENP8 block	PfG6PD inh	HKDC1 inhibitor	SENP6 block	compound
0.4	2	-5	6	-14	3	1	-13	CCc1c(C)nc2cc(-c3ccc(Cl)cc3)[nH]n2c1=O
-0.4	1	-1	-1	12	6	-2	-8	CN(Cc1cnccn1)C(=O)C1CCC(=O)N(CCc2ccc(Cl)cc2)C1 (centres undefined)
-1.0	-4	0	3	4	5	2	-11	CCOc1ccc(/C=N/NC(=O)c2ccccc2Cl)cc1CN1CC2CC(C1)c1cccc(=O)n1C2 (centres undefined)
-0.7	0	-2	-2	-10	5	0	-8	CN(C)CC(O)COc1cc2ccccc2cc1C(=O)N1CCCCC1 (centres undefined)
0.8	-3	-1	-6	0	-14	-11	-11	O=C(c1ccccc1F)N1CCOCC1

The list goes on:
MPTP inh	ATG4B inh	GRIN3A LBD mod	SENP7 inh	SENP8 block	PfG6PD inh	HKDC1 inhibitor	SENP6 block	compound
2.5	-10	-3	-1	-10	2	-6	-6	O=C(NCc1ccco1)/C(=C\C=C\c1ccccc1)NC(=O)c1ccccc1Br
-0.4	-11	-2	-15	11	-29	-5	-8	CCOC(=O)Cc1cc(OC)c(OC)cc1Cc1cc(OC)c(OC)cc1CC(=O)OCC
2.3	-3	-1	5	12	0	-3	9	Cc1cccc(NC(=O)COC(=O)c2ccccn2)c1
-3.3	-10	-3	-3	4	1	3	10	O=S(=O)(NCc1ccccc1)c1cnc[nH]1
0.1	-10	0	6	-53	1	2	6	COc1ccc(/C=C/C(=O)OCC(=O)NC2CCCCC2C)c(OC)c1 (centres undefined)
8.7	4	0	5	20	25	-1	-6	O=C(NC(Nc1cc(C(F)(F)F)ccc1Cl)C(=O)c1ccccc1)c1ccccc1 (centres undefined)
4.5	-2	-2	-17	3	-13	-7	-22	O=C(CC1Sc2ccccc2NC1=O)c1ccc(Br)cc1 (centres undefined)
1.2	7	2	1	18	-3	-5	-29	COc1ccccc1C(=O)Nc1nc(C)cc(C)n1
